# PriA SSB inh: blocks PriA binding to SSB C-terminal tail; AlphaScreen SSBct-PriA binding, biotinylated peptide; inhibition, % at 33 µM; hit rate 0.6% among 430,000; AID 1272365; in the data active = inhibition mostly above about 37%, no sharp cut-off; inactive = mostly below about 20%;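 also: plate controls were negative control peptide for no effect and reference peptide for full effect; strong numbers were not always called active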
# DUSP3 inh: inhibitors of human VHR1 phosphatase (DUSP3); P51452; recombinant VHR phosphatase, pNPP absorbance; inhibition, % at 13.3 µM; hit rate 0.52% among 290,000; AID 1654; in the data active = inhibition above about 50%; also: some compounds called inactive have numbers as strong as hits
# Target sequence (P51452 whole entry, looked up): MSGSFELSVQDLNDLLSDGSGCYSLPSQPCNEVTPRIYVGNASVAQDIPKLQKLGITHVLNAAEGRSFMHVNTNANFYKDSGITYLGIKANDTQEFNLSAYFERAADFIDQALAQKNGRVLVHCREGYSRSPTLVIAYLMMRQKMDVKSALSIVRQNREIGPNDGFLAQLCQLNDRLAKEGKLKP
# MazF activator: activators of E. coli MazEF toxin-antitoxin RNase; activation, % at 20 µM; AID 504720; hit rate 0.32% among 350,000; FAM/BHQ RNA-DNA oligo cleavage fluorescence, 5 h; P0AE70; in the data active = activation above about 50%
# Target sequence (P0AE70 whole entry, looked up): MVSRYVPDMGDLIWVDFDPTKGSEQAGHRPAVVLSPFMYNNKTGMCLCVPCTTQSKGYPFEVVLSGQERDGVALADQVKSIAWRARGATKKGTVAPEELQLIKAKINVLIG
# BH1578 lux ind: inducers of Vibrio cholerae quorum light production without autoinducers; activation, % at 18.7 µM; V. cholerae BH1578 lux reporter, luminescence, 6 h; AID 588436; hit rate 0.16% among 350,000; in the data active = activation mostly above about 9.7%, no sharp cut-off; also: not every result past the cut was called active; inactives centre near 0; reference of the scale not given here
# CCHFV vOTU inh: CCHFV vOTU protease inhibition. inhibition, % at 11.5 µM. AID 651958. Pep-AMC fluorescence. hit rate 0.55% among 370,000; in the data active = inhibition above about 30%; also: 0% = vehicle wells with enzyme and 100% = no enzyme wells
# PrPC surface inh: reduces human prion protein on the cell surface; cell surface PrPC, TR-FRET read-out; P04156; AID 720596; inhibition, % at 13.8 µM; hit rate 0.43% among 370,000; in the data active = inhibition above about 24%; also: 0% = median of the test wells and 100% = reference compound wells
# TcdB GH inh: inhibitors of Clostridioides difficile toxin B glycohydrolase. P18177. TcdB glycohydrolase enzymatic assay, plate reader. inhibition, % at 9.99 µM. hit rate 0.24% among 350,000; in the data active = inhibition above about 10%
# 3CLpro inhibitor: SARS-CoV 3CLpro protease inhibition; inhibition, % at 6 µM; hit rate 0.14% among 290,000; recombinant SARS-CoV 3CLpro, quenched FRET peptide cleavage; P0C6X7; in the data active = inhibition above about 12%
# Rv3671c inh: inhibits the M. tuberculosis serine protease Rv3671c. inhibition, % at 5.96 µM. hit rate 0.048% among 320,000; in the data active = inhibition above about 38%;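 also: extracellular domain of Rv3671c used as enzyme; 0% = enzyme with DMSO and 100% = no enzyme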
# Target sequence (P9WHR9 whole entry, looked up, the tested form may be a part): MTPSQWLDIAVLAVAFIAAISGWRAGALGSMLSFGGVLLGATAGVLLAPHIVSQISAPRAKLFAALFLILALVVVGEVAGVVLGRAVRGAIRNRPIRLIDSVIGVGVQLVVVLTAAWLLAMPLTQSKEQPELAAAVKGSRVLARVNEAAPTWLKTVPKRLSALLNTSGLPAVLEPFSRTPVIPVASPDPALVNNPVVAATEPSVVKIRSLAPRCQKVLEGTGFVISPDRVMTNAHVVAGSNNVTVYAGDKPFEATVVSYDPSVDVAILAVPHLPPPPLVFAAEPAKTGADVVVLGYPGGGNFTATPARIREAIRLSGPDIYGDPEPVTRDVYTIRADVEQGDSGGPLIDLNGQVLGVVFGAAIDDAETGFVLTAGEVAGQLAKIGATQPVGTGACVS
# Yp Topo-I inh: blocks Yersinia pestis topoisomerase I activity | activity, % at 10 µM | AID 504884 | hit rate 0.064% among 360,000 | Y. pestis Topo-I cleavage product accumulation, plate reader; in the data active = activity above about 50%, passing the limit was not always enough; also: inactives centre near 2
# * marks the source's active call; other numbers are inactive results; i = inactive; x = no result given; & = joins results of further samples. Not all compounds are listed (hit frequency here may not be typical).
SMILES,PriA SSB inh,DUSP3 inh,MazF activator,BH1578 lux ind,CCHFV vOTU inh,PrPC surface inh,TcdB GH inh,3CLpro inhibitor,Rv3671c inh,Yp Topo-I inh
COc1cccc(C(=O)NCC(=O)OCC(=O)Nc2ncc(Cl)cc2Cl)c1,-1.8,14.4,-23.6,-2.8,-7.5,1.4,-0.9,-4.0,10.2,2.6
Cc1ccc(S(=O)(=O)N2CCN(C(=O)c3ccc(S(=O)(=O)N4CCCC4)cc3)CC2)cc1,1.9,13.4,-2.9,-0.2,-14.1,-5.1,0.8,-2.0,6.9,-0.4
CCCc1nc2oc3ccccc3c(=O)c2c(=O)n1CCCOC,-13.6,-9.2,-0.5,i,-6.0,-2.9,1.2,2.1,3.3,-0.4
CCOC(=O)C1CCN(Cc2cccc(Oc3ccccc3)c2)CC1,-19.1,-15.7,0.1,-0.6,-2.8,-5.8,0.2,-1.7,3.0,65.8*
CCCCCn1c(=O)c(C(=O)NC(C)c2ccccc2)c(O)c2ccccc21 (stereo unspecified),-1.8,-3.5,-4.1,0.8,-9.0,-2.0,1.2,3.7,2.4,-3.3
O=C(Nc1cccs1)Nc1ccc(Br)cc1F,20.0,7.6,4.9,-0.4,-6.3,20.4,1.6,-3.0,7.0,-4.9
O=C(COC(=O)c1cnccn1)c1ccc(-c2ccccc2)cc1,-5.0,x,-1.9,-2.6,-5.0,0.7,0.6,x,4.8,-6.3
COc1cc(OC)c2c(c1O)OC(c1ccccc1)CC2=O (stereo unspecified),5.4,2.9,28.3,-0.1,-5.3,6.6,-0.3,1.5,6.7,-4.8
O=C(CSc1nc2ccccc2s1)Nc1ccc2c(c1)OCO2,-4.4,-3.8,8.5,-0.3,7.5,5.5,0.4,5.0,-9.3,2.9
Nc1[nH][nH]c(=O)c1N=Nc1cccc(Cl)c1,17.1,29.6,4.4,i,31.7*,-21.0,1.7,0.4,7.5,-5.7
CN(Cc1ccc(-n2cccn2)cc1)C(=O)c1cnn2c1NC(c1ccco1)CC2C(F)(F)F (stereo unspecified),-6.0,-12.6,-2.2,5.9,16.2,3.8,x,9.0,x,-5.3
CCN1C(=O)NC(c2ccccc2)(c2ccccc2)C1=O,-5.6,x,4.7,-0.5,-3.8,-13.3,-0.4,x,2.9,6.9
CCOc1ncccc1C(=O)OCc1cc(=O)oc2c(C)c(C)ccc12,-6.9,17.7,7.8,i,-1.0,0.7,x,0.4,x,7.6
CC(=O)N1CCc2cc(NS(=O)(=O)c3cccs3)ccc21,-0.8,-2.6,8.7,i,16.1,8.0,x,1.3,-6.4,-12.7
CCOC(=O)c1c(C)[nH]c(C)c1C(=O)COC(=O)[C@@H](NC(=O)c1ccco1)C(C)C,2.0,x,-4.2,i,-20.0,4.3,1.9,x,-1.9,-4.3
COc1ccc(CN(Cc2ccc(C(=O)O)cc2)C(=S)Nc2ccccc2F)cc1OC,-7.1,-6.2,-2.8,i,4.7,7.1,0.9,-2.8,2.4,-5.2
Cc1ccc(C(=O)NCCSc2ccccc2)cc1S(=O)(=O)Nc1ccccc1,-0.6,17.8,2.3,-2.5,3.8,18.8,x,5.8,-12.2,-1.4
O=C(COc1cccnc1[N+](=O)[O-])N1CCN(S(=O)(=O)c2ccc3ccccc3c2)CC1,4.1,11.3,2.0,-2.0,7.9,0.7,x,4.5,-10.4,10.4
COC(=O)c1ccc(-c2noc(CN(C)Cc3ccncc3C)n2)cc1,-12.9,20.8,0.3,-0.2,9.8,8.4,6.0,-2.5,-5.7,6.0
COc1ccc(CNC(=O)COC(=O)c2ccc(C(=O)c3ccccc3)cc2)cc1,-13.5,x,-5.4,-5.6,21.0,1.8,-2.3,x,2.6,1.5
COc1ccc(/C=C2\SC(=S)N(CCC(=O)N3CCOCC3)C2=O)cc1,-5.4,5.0,1.6,-0.4,13.3,-7.6,2.7,3.8,8.8,1.6
COCCn1c(SCC(=O)c2cc(C)n(C)c2C)nc2ccccc2c1=O,19.7,31.8,7.0,-1.0,-5.4,6.3,0.0,7.8,0.2,0.5
O=c1nc(SCc2c(F)cccc2Cl)nc(-c2ccc(Cl)cc2)[nH]1,-7.5,13.8,-18.7,-0.4,-0.8,8.0,0.0,-1.4,-1.4,-11.6
Cc1ccc(S(=O)(=O)NC(=O)c2ccccc2)cc1C(C)C,-3.4,10.3,0.7,-0.2,7.2,-4.9,-0.5,4.0,-4.6,5.7
Cc1ccc(NC2CCCN(C(=O)c3cccc(-c4ncc[nH]4)c3)C2)cc1C (stereo unspecified),12.1,42.6,6.0,1.1,-12.4,-0.7,-0.5,-0.3,4.0,-7.5
COc1ccc(Cl)cc1NC(=O)CSc1nnc(C)c(=O)n1N,-9.8,14.5,0.0,-0.8,12.2,4.8,-0.1,-7.0,-6.5,5.6
Cc1cccc(NC(=O)CN(c2ccc(C(C)C)cc2)S(=O)(=O)c2c(C)nn(C)c2C)n1,-7.5,39.8,3.2,0.0,3.7,4.2,2.5,-1.1,-5.2,17.7
Cc1ccc(C(=O)NCC(=O)NC2CCC(C)CC2)s1 (stereo unspecified),-0.9,x,2.8,-5.7,-2.2,-1.2,0.0,x,-1.9,4.5
CCCN(CC(=O)NC(=O)NC1CCCCC1)CC(=O)Nc1cc(Cl)ccc1Cl,0.9,x,-0.4,4.2,24.0,4.1,0.9,x,-3.7,26.9
COc1ccc(C(CCNC(C)c2ccccc2)c2ccc(F)cc2)cc1 (stereo unspecified),-0.1,22.7,8.2,-0.3,7.9,-10.7,x,-0.6,3.3,5.5
CN(C)c1ccc(/C=N\Nc2ccccn2)cc1,x,1.0,-5.1,i,10.3,-2.6,0.9,0.2,5.5,-8.7
O=C(c1cc2cc(F)ccc2[nH]1)N1CCC(Cc2ccccc2)CC1,-5.1,-7.6,-4.9,-0.8,-9.8,-2.0,0.7,-0.8,-2.6,30.4
O=C(NCCc1nnc2ccc(N3CCCCCC3)nn12)c1ccccc1F,-7.2,1.2,9.0,i,3.3,-1.6,0.3,-5.0,2.3,8.7
C=CCn1c(SCC(=O)NC2CC2)nc2sc(CC)cc2c1=O,-2.0,-10.0,5.9,-0.4,-4.0,-8.2,0.4,-0.9,-0.9,12.5
CCOC(=O)c1cnn(-c2ccccc2)c1-n1cccc1C(=O)C(=O)Nc1ccccc1,30.1,20.9,-11.3,-0.3,0.4,1.4,x,-2.1,-0.4,20.7
CC(C)CCOc1cccc(OCC(=O)Nc2ccncc2)c1,-7.7,6.7,2.8,-0.6,5.1,16.4,1.3,-3.4,-3.4,15.5
CN(Cc1ccno1)C(=O)CC1C(=O)NCCN1CC(c1ccccc1)c1ccccc1 (stereo unspecified),-2.1,13.9,5.2,i,-13.3,5.4,0.0,6.6,0.6,-1.0
NC(=O)c1cccc2c3c([nH]c12)CCCC3,-4.7,10.7,2.9,i,x,x,x,-3.0,-5.1,-7.2
C[C@@H]1CN([C@H](C)CO)C(=O)CCCn2nncc2CO[C@H]1CN(C)Cc1ccc(C(=O)O)cc1,x,x,4.7,-0.1,4.9,-4.5,0.5&0.7,x,x,0.4
COc1ccc(CC(=O)NCCc2ccc(OC)c(OC)c2)cc1,-2.4,13.8,9.8,-0.4,-1.1,7.6,0.9,-2.3,4.6,0.3
O=C(N/C(=C\c1ccc(Br)cc1)C(=O)N1CCCC1)c1ccccc1F,-6.0,15.1,4.5,i,-3.5,-6.5,-1.3,8.2,-5.5,18.3
CC(=O)Nc1ccc(S(=O)(=O)Nc2nnc(CC(C)(C)C)s2)cc1,-3.1,-4.8,-4.4,1.4,-12.1,-0.9,2.8,2.0,5.6,3.3
Cc1nc(N2CCCCC2)sc1C(=O)c1ccc(SCCO)c([N+](=O)[O-])c1,26.6,-6.2,-13.0,-0.2,6.2,-25.8,1.1,-2.4,0.7,34.0
O=S(=O)(NCC1CCCO1)c1ccc(S(=O)(=O)N(Cc2ccc(F)cc2)C2CCCCC2)cc1 (stereo unspecified),-11.9,x,-6.0,-0.1,-16.2,2.5,6.7,1.2,-6.5,-5.4
COc1ccc(-n2c(C(C)n3nc(C)c([N+](=O)[O-])c3C)n[nH]c2=S)cc1 (stereo unspecified),-9.4,13.2,-0.9,x,0.0,-3.7,x,1.3,-1.7,-9.3
O=C(Cc1cccs1)Nc1cccc(-c2ccc3nncn3n2)c1,-2.0,1.2,10.7,-2.6,-2.1,-17.2,-0.3,-2.0,0.4,-8.5
CCOC(=O)c1c(C)[nH]c(C(=O)N/N=C/c2ccc(Br)cc2)c1C,i,16.5,-7.0,-0.1,13.5,2.2,x,-0.3,-48.6,2.7
CCc1cc(C(=O)N/N=C/c2ccc(O)cc2O)c2ccccc2n1,x,-5.5,-9.2,-0.4,20.9,21.5,-3.4,-5.5,6.3,-7.5
CC(=O)Nc1ccc(SCCN2CC[C@@H](C)CCC2=O)cc1,1.3,x,7.5,-0.4,-0.1,-3.6,-1.0,x,-4.4,-3.3
[O-][N+]1=C2CCC/C(=N\O)C2=NC12CCCCC2,x,23.4,6.2,-14.6,-9.7,6.1,-0.2,x,-7.9,4.7
CC(c1ccc(F)cc1)n1cc(C(=O)NCCN(C)C)nn1 (stereo unspecified),-8.9,31.2,-6.7,0.3,-4.6,6.3,0.3,0.6,-4.9,1.2
CCCC1(C(=O)OCC)NC(c2ccc(N(C)C)cc2)C2C(=O)N(c3ccc(F)cc3)C(=O)C21 (stereo unspecified),-14.0,-11.2,-1.5,-0.5,0.5,-0.3,x,0.5,5.6,-3.6
CCOC(=O)C1CCCN(C(=O)c2cc3ncc(Br)cn3n2)C1 (stereo unspecified),-10.1,12.1,7.6,i,-0.3,-2.5,x,1.3,-0.7,-3.7

# Molecules above containing two or more sulfur atoms:
SMILES,PriA SSB inh,DUSP3 inh,MazF activator,BH1578 lux ind,CCHFV vOTU inh,PrPC surface inh,TcdB GH inh,3CLpro inhibitor,Rv3671c inh,Yp Topo-I inh
Cc1ccc(S(=O)(=O)N2CCN(C(=O)c3ccc(S(=O)(=O)N4CCCC4)cc3)CC2)cc1,1.9,13.4,-2.9,-0.2,-14.1,-5.1,0.8,-2.0,6.9,-0.4
O=C(CSc1nc2ccccc2s1)Nc1ccc2c(c1)OCO2,-4.4,-3.8,8.5,-0.3,7.5,5.5,0.4,5.0,-9.3,2.9
CC(=O)N1CCc2cc(NS(=O)(=O)c3cccs3)ccc21,-0.8,-2.6,8.7,i,16.1,8.0,x,1.3,-6.4,-12.7
Cc1ccc(C(=O)NCCSc2ccccc2)cc1S(=O)(=O)Nc1ccccc1,-0.6,17.8,2.3,-2.5,3.8,18.8,x,5.8,-12.2,-1.4
COc1ccc(/C=C2\SC(=S)N(CCC(=O)N3CCOCC3)C2=O)cc1,-5.4,5.0,1.6,-0.4,13.3,-7.6,2.7,3.8,8.8,1.6
C=CCn1c(SCC(=O)NC2CC2)nc2sc(CC)cc2c1=O,-2.0,-10.0,5.9,-0.4,-4.0,-8.2,0.4,-0.9,-0.9,12.5
CC(=O)Nc1ccc(S(=O)(=O)Nc2nnc(CC(C)(C)C)s2)cc1,-3.1,-4.8,-4.4,1.4,-12.1,-0.9,2.8,2.0,5.6,3.3
Cc1nc(N2CCCCC2)sc1C(=O)c1ccc(SCCO)c([N+](=O)[O-])c1,26.6,-6.2,-13.0,-0.2,6.2,-25.8,1.1,-2.4,0.7,34.0
O=S(=O)(NCC1CCCO1)c1ccc(S(=O)(=O)N(Cc2ccc(F)cc2)C2CCCCC2)cc1 (stereo unspecified),-11.9,x,-6.0,-0.1,-16.2,2.5,6.7,1.2,-6.5,-5.4

# Compound activity deposited in PubChem BioAssay by several laboratories.
